# MEKK3 PB1 HTS – raises or lowers MEK5 binding to the human MEKK3 PB1 domain. bead-based flow cytometry, Alexa488-MEK5 binding to MEKK3; actives lie on both sides; 0 = blocked by unlabeled MEK5, 100 = vehicle. binding response (% of control), % at 10 µM. 290,000 tested, 1.4% active;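 active = binding response more than 3 SD above or below the average of its plate-row segment, actives on both sides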;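 note: Alexa488 bead fluorescence after subtracting the streptavidin-only scavenger bead signal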
# Target sequence (Q99759 whole entry, looked up, the tested form may be a part): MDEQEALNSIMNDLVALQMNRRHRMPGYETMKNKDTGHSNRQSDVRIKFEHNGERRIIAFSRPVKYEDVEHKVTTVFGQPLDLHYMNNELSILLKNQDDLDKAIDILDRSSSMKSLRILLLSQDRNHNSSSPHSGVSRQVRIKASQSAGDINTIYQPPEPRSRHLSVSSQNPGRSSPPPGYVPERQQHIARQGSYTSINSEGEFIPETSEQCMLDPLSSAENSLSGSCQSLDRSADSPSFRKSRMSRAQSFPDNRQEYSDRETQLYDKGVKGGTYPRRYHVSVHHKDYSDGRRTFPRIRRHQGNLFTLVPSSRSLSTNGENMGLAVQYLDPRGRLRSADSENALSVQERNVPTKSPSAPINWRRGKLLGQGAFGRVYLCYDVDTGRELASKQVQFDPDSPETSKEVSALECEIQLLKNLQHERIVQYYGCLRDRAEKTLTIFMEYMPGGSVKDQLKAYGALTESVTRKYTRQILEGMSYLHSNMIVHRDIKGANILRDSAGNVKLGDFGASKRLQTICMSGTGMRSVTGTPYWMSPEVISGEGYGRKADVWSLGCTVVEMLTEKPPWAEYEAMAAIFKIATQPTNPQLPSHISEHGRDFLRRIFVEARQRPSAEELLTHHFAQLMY
# MEKK2 mut-MEK5 – signal of MEK5 binding to mutant human MEKK2 PB1 domain; bead flow cytometry, Alexa488-MEK5 binding to MEKK2 mutant; percent response, % at 10 µM; 290,000 tested, 0.35% active; AID 1530; in the data active = percent response above about 24%, passing the limit was not always enough; note: inactives centre near 1; some results filed as inactive read as strong as hits
# GalR3 antag – human GalR3 antagonism | O60755 | AID 651719 | inhibition, % at 3 µM | 360,000 tested, 0.44% active | HEK293 GalR3-CNG cAMP membrane potential fluorescence; galR3 body fused to GalR1 C-terminus;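 active = inhibition above the screen-wide average plus 3 SD, cut at about 13% in these data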;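 note: forskolin and galanin both at EC90 stimulate the cells; cAMP rise reported by CNG channel membrane potential dye signal; 0% = forskolin plus galanin with DMSO and 100% = forskolin alone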
# Target sequence (O60755 1-299 limits assumed): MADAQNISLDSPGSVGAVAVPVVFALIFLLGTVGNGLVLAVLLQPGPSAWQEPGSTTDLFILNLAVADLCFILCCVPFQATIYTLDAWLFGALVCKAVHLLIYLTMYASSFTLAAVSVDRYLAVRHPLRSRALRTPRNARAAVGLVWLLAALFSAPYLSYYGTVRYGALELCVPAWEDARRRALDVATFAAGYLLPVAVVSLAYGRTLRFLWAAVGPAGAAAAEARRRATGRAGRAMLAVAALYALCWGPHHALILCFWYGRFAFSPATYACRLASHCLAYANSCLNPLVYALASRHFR
# CRFR2-BP antag – CRF-BP/CRF-R2 complex antagonism. HEK293 CRF-R2/CRF-BP, CRF-induced calcium fluorescence. inhibition, % at 11.8 µM. 350,000 tested, 0.59% active;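 active = inhibition of the ligand-induced calcium signal above about 50% at the single tested concentration, limit read from the data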
# CRFR2-BP ag – agonists of human CRF-binding protein/CRF-R2 receptor complex; HEK293 CRF-R2/CRF-BP, calcium dye fluorescence (FLIPR); percent of saturating CRF peptide response; activation, % at 13.2 µM; 350,000 tested, 0.46% active; AID 588473;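 active = activation of at least 50%, plus an integration ratio under a set limit after plate pattern correction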;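 note: plate controls were neutral control wells without compound for no effect and CRF at EC100 for full effect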
# UBC9 SUMO inh – SUMOylation inhibition; 290,000 tested, 0.36% active; AID 2006; inhibition, % at 35 µM; HTRF SUMOylation assay, SAE1/SAE2 + UBC9, in vitro; in the data active = inhibition above about 50%, passing the limit was not always enough; note: strong numbers were not always called active
# Target sequence (P63279 whole entry, looked up): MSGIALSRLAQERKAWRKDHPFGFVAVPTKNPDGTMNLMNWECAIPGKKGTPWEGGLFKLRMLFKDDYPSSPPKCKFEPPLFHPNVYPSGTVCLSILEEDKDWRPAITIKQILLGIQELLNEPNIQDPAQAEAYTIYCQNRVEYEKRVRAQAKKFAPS
# MEKK2 WT-MEK5 – raises or lowers MEK5 binding to wildtype human MEKK2 PB1 domain | Q9Y2U5 | bead flow cytometry, Alexa488-MEK5 binding to MEKK2 WT; actives lie on both sides | binding response (% of control), % at 10 µM | 290,000 tested, 1.1% active; in the data active = binding response below about 67% or above about 130%
# FID counter – counter-screen for HCV NS3 helicase inhibitors: DNA intercalator displacement. AID 1845. 290,000 tested, 0.17% active. DNA fluorescent intercalator displacement, fluorescence. inhibition, % at 7.9 µM; in the data active = inhibition above about 37%;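 note: 0% = vehicle and 100% = reference compound; higher means more ethidium bromide displaced from hairpin DNA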
# HCV NS3 hel inh – HCV NS3 helicase inhibition. NS3 helicase DNA unwinding, Cy5 molecular beacon fluorescence. inhibition, % at 10.9 µM. 290,000 tested, 0.56% active. AID 1800;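 active = inhibition above the mean of all tested compounds plus 3 SD, set per campaign, cut at about 35% in these data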;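 note: 0% = DMSO wells and 100% = thioflavine S control wells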
#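 Measured by: Cy5 fluorescence, 0 and 60 min reads / Assay system: NS3 helicase fragment of HCV / Control set: low DMSO, high thioflavine S at 110 µM / Times: 1 h reaction at 25 °C, ATP-initiated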
# Active calls of the source: *; . = no result given; [ ] = remark or other dose. A portion of the library; rates above refer to the full screens.
1	CN(c1ccccc1)S(=O)(=O)c1cccc(C(=O)NCCc2ccc(O)c(O)c2)c1
2	COc1ccc(-c2cc(C(=O)Nc3ccc4c(c3)OCO4)no2)cc1
3	CCOc1ccc2[nH]c(=O)c(CN(Cc3nnnn3Cc3ccccc3)CC3CCCO3)cc2c1 (stereo unspecified)
4	Cc1ccc(NC(=O)COC(=O)Cc2ccsc2)c(C)c1
5	Cc1nnc2c(SC(C)C)nc3ccccc3n12
6	O=C1CC(C(=O)Nc2cc(Cl)ccc2Cl)n2ncnc2N1 (stereo unspecified)
7	Cc1cccc(NC(=O)Cn2cc(C(=O)c3ccco3)c3ccccc32)c1
8	CCC(C)N(C(=O)COC(=O)c1ccccc1SCC(=O)N1CCCC1)C1CCS(=O)(=O)C1 (stereo unspecified)
9	O=C(Nc1ccccn1)c1ccc(Br)c(S(=O)(=O)N2CCCC2)c1
10	Cc1ccc(S(=O)(=O)N2CCCC2C(=O)NC2=NCCS2)cc1 (stereo unspecified)
entry no.	1	2	3	4	5	6	7	8	9	10
MEKK2 WT-MEK5	98	94	103	86	104	92	98	106	99	97
CRFR2-BP antag	-9	11	4	1	3	-10	-28	4	-5	31
UBC9 SUMO inh	10	14	32	-7	13	-16	31	13	8	22
HCV NS3 hel inh	20	4	1	-2	-4	12	3	0	0	4
GalR3 antag	-4	-5	-1	-1	-7	10	-6	0	-2	0
MEKK2 mut-MEK5	-1	-1	5	-11	1	-3	3	6	-2	-4
MEKK3 PB1 HTS	102	96	106	84	104	94	103	106	104	96
CRFR2-BP ag	-3.6	1.5	2.4	-1.3	-0.1	-3.2	3.1	-0.8	-0.7	-2.1
FID counter	8	-5	-5	-4	-16	-2	0	-31	-25	-2

11	Cc1cccc(OCCn2ccnc2)c1
12	O=C(Cn1cnc2ccccc21)Nc1ccc(SC(F)F)cc1
13	O=C(NCc1ccco1)c1cc([N+](=O)[O-])ccc1Cl
14	Cc1ccc(NC(=O)C(c2ccccc2)C2CCCC2)cc1 (stereo unspecified)
15	OCCCc1nc2n(n1)C(c1ccccc1Cl)C=C(c1cccs1)N2 (stereo unspecified)
16	COC(=O)C1=C(C)Nc2nnnn2C1c1cccnc1 (stereo unspecified)
17	COc1ccc(CC/C(C)=N\NC(N)=O)cc1
18	Cc1nnc(Sc2cc(NCCCO)c([N+](=O)[O-])c3nonc23)s1
19	COc1ccc(/C=C2\SC(=S)N(N3C(=O)CCC3=O)C2=O)cc1O
20	COC(=O)C1=CNC=C(C(=O)OC)C1c1cccc(OC)c1
entry no.	11	12	13	14	15	16	17	18	19	20
MEKK2 WT-MEK5	101	93	87	109	99	104	104	62	73	99
CRFR2-BP antag	20	-10	8	0	-42	-16	10	30	2	-1
UBC9 SUMO inh	12	13	6	-22	32	-21	-5	93	45	20
HCV NS3 hel inh	4	0	19	-6	1	-6	1	-3	30	1
GalR3 antag	-6	74*	-4	-6	.	2	-1	21*	-4	-4
MEKK2 mut-MEK5	3	-1	-13	1	7	16	1	-11	-14	-4
MEKK3 PB1 HTS	101	78	76	125	101	111	103	52	91	94
CRFR2-BP ag	-1.3	-0.2	2.3	0.1	34	-2.8	-0.6	2.9	1.2	-2.5
FID counter	-8	6	7	-8	-11	-2	-4	4	-5	-3

# Some of these compounds in order of molecular weight, high to low.
15	OCCCc1nc2n(n1)C(c1ccccc1Cl)C=C(c1cccs1)N2 (stereo unspecified)
19	COc1ccc(/C=C2\SC(=S)N(N3C(=O)CCC3=O)C2=O)cc1O
7	Cc1cccc(NC(=O)Cn2cc(C(=O)c3ccco3)c3ccccc32)c1
10	Cc1ccc(S(=O)(=O)N2CCCC2C(=O)NC2=NCCS2)cc1 (stereo unspecified)
2	COc1ccc(-c2cc(C(=O)Nc3ccc4c(c3)OCO4)no2)cc1
4	Cc1ccc(NC(=O)COC(=O)Cc2ccsc2)c(C)c1
14	Cc1ccc(NC(=O)C(c2ccccc2)C2CCCC2)cc1 (stereo unspecified)
11	Cc1cccc(OCCn2ccnc2)c1
entry no.	15	19	7	10	2	4	14	11
MEKK2 WT-MEK5	99	73	98	97	94	86	109	101
CRFR2-BP antag	-42	2	-28	31	11	1	0	20
UBC9 SUMO inh	32	45	31	22	14	-7	-22	12
HCV NS3 hel inh	1	30	3	4	4	-2	-6	4
GalR3 antag	.	-4	-6	0	-5	-1	-6	-6
MEKK2 mut-MEK5	7	-14	3	-4	-1	-11	1	3
MEKK3 PB1 HTS	101	91	103	96	96	84	125	101
CRFR2-BP ag	34	1.2	3.1	-2.1	1.5	-1.3	0.1	-1.3
FID counter	-11	-5	0	-2	-5	-4	-8	-8

# The listing continues:
21	Cc1cc(C)c(C)c(OCC(=O)O/N=C(\N)c2ccccn2)c1
22	CCOC(=O)C1C(=O)C=C(c2ccc([N+](=O)[O-])cc2)CC1c1ccccc1 (stereo unspecified)
23	Cc1cc(NS(=O)(=O)c2ccc(NC(=O)c3oc4ccccc4c3C)cc2)no1
24	CC#CCCCC(=O)Nc1cccc(C(=O)O)c1
25	Cc1c(C(=O)NNC(=S)Nc2ccc(S(N)(=O)=O)cc2)oc2ccccc12
26	CC1=C(C(=O)Nc2ccccn2)C(c2ccc(Br)cc2)NC(=S)N1 (stereo unspecified)
27	COc1ccccc1CN1CCNC(=O)C1CC(=O)NC1CCCCCC1 (stereo unspecified)
28	O=C(COc1ccccc1Cl)NNC(=O)C1CCCO1 (stereo unspecified)
29	O=C(NC1CCCCC1)N1CCCC1
30	COc1ccc2cc3cc(C(=O)NCCCN4CCc5ccccc5C4)sc3nc2c1
entry no.	21	22	23	24	25	26	27	28	29	30
MEKK2 WT-MEK5	108	94	99	95	101	100	117	106	93	116
CRFR2-BP antag	1	18	17	-3	6	-18	-6	15	-10	7
UBC9 SUMO inh	1	14	26	5	-26	4	5	-6	-6	-3
HCV NS3 hel inh	-2	-8	8	5	38*	-6	-24	8	-4	-32
GalR3 antag	-2	-6	-7	1	-3	3	-3	-2	-4	2
MEKK2 mut-MEK5	4	-2	3	-4	4	-1	11	2	2	2
MEKK3 PB1 HTS	107	102	103	100	106	99	100	106	97	99
CRFR2-BP ag	-0.3	-0.6	-5.3	0.2	0.1	1.0	1.9	-0.7	-0.5	-1.9
FID counter	-27	-13	-32	-10	-31	-24	-24	-4	1	22

31	CN1CCN(C(=O)NC2CCCN2S(=O)(=O)c2ccc(Cl)cc2)CC1 (stereo unspecified)
32	Nc1cc(=O)[nH]c(SCC(=O)N2CCN(S(=O)(=O)c3ccc4ccccc4c3)CC2)n1
33	C/C=C(/C)C(=O)Nc1cccc(C2=NOC3(C2)C[C@H](C(N)=O)N(C(=O)c2ccccc2)C3)c1 (stereo partly specified)
34	CC(C)N1C(=O)CC2(CC[N+](C)(CCOC(=O)C(c3ccccc3)c3ccccc3)CC2)C1=O (stereo unspecified)
35	Cc1ccc(C)c(N2CCN(S(=O)(=O)c3cc4c(cc3C)NC(=O)CO4)CC2)c1
36	Cc1nc2scc(-c3ccccc3)c2c(=O)n1N
37	COc1cccc(C(=O)CC(C(=O)O)c2ccc(F)cc2)c1 (stereo unspecified)
38	COc1ccc(Cc2nnc(SCC(=O)Nc3ncc(C)s3)o2)cc1
39	CC(=O)NC1=NN(C(C)=O)C(C)(c2ccc(Br)cc2)S1 (stereo unspecified)
40	O=C(CN1C(=O)c2ccccc2S1(=O)=O)Nc1ccccc1
entry no.	31	32	33	34	35	36	37	38	39	40
MEKK2 WT-MEK5	108	104	94	115	90	91	86	107	99	104
CRFR2-BP antag	5	16	9	-4	19	19	11	-2	-14	-14
UBC9 SUMO inh	-3	13	15	10	4	29	-2	-8	2	1
HCV NS3 hel inh	14	12	.	-21	-16	-6	4	0	11	-6
GalR3 antag	2	2	-1	-1	.	-3	-4	3	-3	-8
MEKK2 mut-MEK5	7	-5	1	14	-5	-11	-13	4	-2	2
MEKK3 PB1 HTS	106	108	95	111	96	88	95	104	97	97
CRFR2-BP ag	-3.3	-2.6	0.4	-3.7	-1.6	-0.3	-1.4	-0.9	3.7	-2.1
FID counter	8	-33	.	11	-22	0	-12	-19	-1	-4

41	COc1ccc(/C=C/C(=O)Nc2ccccc2C(F)(F)F)cc1
42	CN(CC(=O)Nc1ccccc1Cl)C(=O)c1cccc(S(=O)(=O)N2CCN(c3ccc(F)cc3)CC2)c1
43	COc1cc(/C=C2/NC(=O)N(Cc3ccccc3F)C2=O)ccc1O
44	CC(=O)Nc1cc(-c2nn(CC(=O)N3CCCCC3)c(=O)c3ccccc23)ccc1N1CCOCC1
45	Cc1c(NC(=O)Nc2cc(Cl)ccc2Cl)c(=O)n(-c2ccccc2)n1C
46	Nc1c(-c2cccc(Cl)c2)cnn1-c1cccc(C(F)(F)F)c1
47	CCN(CC)CCCn1c(SCC(=O)Nc2cccc(F)c2)nnc1-c1ccoc1C
48	COc1ccc(C(=O)N2CCN(C(=O)Cc3ccccc3)CC2)cc1OC
49	Cc1ccc(N2C(=O)C(O)(C(F)(F)F)C3=C2CC(C)(C)CC3=O)cc1C (stereo unspecified)
50	CC(C)OP(=O)(c1ccc(N(C)C)cc1)C(O)c1ccc(Br)cc1 (stereo unspecified)
entry no.	41	42	43	44	45	46	47	48	49	50
MEKK2 WT-MEK5	95	108	104	.	107	102	104	102	79	102
CRFR2-BP antag	-7	5	-5	-7	-4	12	-2	9	9	0
UBC9 SUMO inh	3	7	-5	7	0	3	0	27	-3	10
HCV NS3 hel inh	-7	-21	-6	-7	5	-17	5	0	-5	-12
GalR3 antag	5	-7	-3	-2	1	-4	-8	0	.	-12
MEKK2 mut-MEK5	-2	5	4	.	7	5	-2	2	-6	5
MEKK3 PB1 HTS	94	111	103	.	101	103	101	101	76	107
CRFR2-BP ag	-5.3	4.8	-2.8	-1.2	-0.1	0.0	0.8	-2.4	-1.9	-0.4
FID counter	-2	-30	-6	-29	-8	-6	11	-9	-20	-42

51	COC(=O)Nc1sc2c(c1C(=O)NCc1ccco1)CCCC2
52	COc1cccc(NC(=O)c2cc(-c3ccc(C)o3)nc3ccccc23)c1
53	CCC(=O)Nc1cc(C(=O)O)ccc1Sc1ccc(C)cc1
54	O=C(Nc1nc2nccc(-c3ccccc3)n2n1)C(Cl)(Cl)Cl
55	COc1ccccc1N(C)S(=O)(=O)c1ccc(C(=O)OCC(=O)Nc2ccccc2F)cc1
56	COc1cc2c(cc1OC)[C@H](C)N(C(=O)CSc1nc(O)c(C(C)C)c(=O)[nH]1)CC2
57	CCOCCCNC(=O)C1CCCN(S(=O)(=O)c2cccc3nsnc23)C1 (stereo unspecified)
58	CC1=C(C(N)=O)C(c2ccc(Br)cc2)n2nc(CCCO)nc2N1 (stereo unspecified)
entry no.	51	52	53	54	55	56	57	58
MEKK2 WT-MEK5	96	107	88	91	45*[inhibitor]	103	100	44*[inhibitor]
CRFR2-BP antag	-15	0	-6	15	-13	4	4	8
UBC9 SUMO inh	-6	-2	19	14	-10	8	-2	-11
HCV NS3 hel inh	2	28	2	-6	-9	-9	13	3
GalR3 antag	-6	-2	0	-4	-9	1	-5	-7
MEKK2 mut-MEK5	1	8	-6	-2	-16	4	5	-11
MEKK3 PB1 HTS	100	103	89	92	46*[inhibitor]	103	99	72
CRFR2-BP ag	-2.0	2.0	0.6	-2.7	4.0	0.0	-0.6	1.4
FID counter	-5	-9	-14	2	-25	-26	-14	-5

# High-throughput results deposited in PubChem BioAssay by several laboratories.
